ERAP1 HTS inh – blocks human ERAP1 aminopeptidase activity; recombinant ERAP1, Leu-AMC fluorescence, 60 min; inhibition, % at 10.7 µM; 340,000 compounds, 0.15% hits; AID 652197;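 active = mean replicate inhibition of at least 30%, or all replicates individually reaching that 30% level; inactive = mean below 30% and not every replicate reaching it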;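 also: 0% = neutral control wells and 100% = L-leucinethiol positive control wells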
E-sel inducer – induces E-selectin expression in human endothelial cells; P16581; HUVEC E-selectin immunofluorescence imaging; normalized: neutral wells 0, TNF-alpha wells 100; activation, % at 7.58 µM; 260,000 compounds, 0.37% hits;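 active = mean E-selectin-positive cell signal at least 10% of the positive control, reached in at least 60% of replicates, without over 20% cell loss; inconclusive = no rule given, readout overlaps actives, possibly toxicity-flagged; inactive = the rest, including those meeting only one limit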;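 also: in these data hits start at about 27%; measured in HUVEC primary endothelial cells; signal is the percent of cells scored E-selectin positive by PE staining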
Target sequence (P16581 whole entry, looked up): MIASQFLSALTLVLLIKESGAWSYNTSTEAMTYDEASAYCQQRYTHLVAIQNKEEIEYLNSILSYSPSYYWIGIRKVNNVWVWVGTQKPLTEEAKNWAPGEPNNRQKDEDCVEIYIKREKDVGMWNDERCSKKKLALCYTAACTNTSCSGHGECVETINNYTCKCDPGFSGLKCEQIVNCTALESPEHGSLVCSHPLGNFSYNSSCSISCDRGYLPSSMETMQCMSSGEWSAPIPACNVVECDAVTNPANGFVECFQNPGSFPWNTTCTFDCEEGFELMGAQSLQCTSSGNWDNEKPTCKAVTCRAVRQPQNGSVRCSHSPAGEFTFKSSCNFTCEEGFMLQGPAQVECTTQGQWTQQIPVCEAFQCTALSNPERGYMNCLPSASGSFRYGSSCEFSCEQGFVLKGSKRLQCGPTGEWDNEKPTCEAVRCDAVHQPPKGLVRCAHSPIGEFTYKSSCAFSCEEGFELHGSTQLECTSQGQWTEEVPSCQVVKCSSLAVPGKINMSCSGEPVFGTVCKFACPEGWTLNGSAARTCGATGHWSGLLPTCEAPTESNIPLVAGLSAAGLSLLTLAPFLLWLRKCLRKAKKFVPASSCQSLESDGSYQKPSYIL
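System: HUVEC / Compound: single concentration / Signal: immunofluorescence imaging / Read-out: percent E-selectin-positive cells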
S100A4 inh HTS – blocks human S100A4 binding to myosin IIA peptide. S100A4/TAMRA-MyoIIA peptide fluorescence polarization. inhibition, % at 10.7 µM. 360,000 compounds, 0.14% hits;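 active = mean inhibition of at least 70% across replicates, with every replicate also reaching that level; inconclusive = mean inhibition reaches 70% but some replicates fall short; inactive = mean inhibition below 70%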
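Test system: S100A4 monomer protein. Medium: HEPES buffer with Ca2+, pH 7.2. Reagent: fluorescent myosin IIA peptide, 5 nM. Compound dosing: single-point compound testing. Timing: 5 min between mix addition and reading. Benchmarks: DMSO neutral and TFP positive wells.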
Xi reactivation – reactivates the inactive X chromosome in mouse fibroblasts | XiGFP mouse fibroblasts, % GFP-positive cells imaging, 3 d; cells co-treated with 5-aza-dC sensitizer; scaled so ellipticine positive control = 100% | activation, % at 7.58 µM | 360,000 compounds, 0.055% hits;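 active = mean normalized replicate activation at least 10% and every replicate at or above 10%; inconclusive = only one of the two criteria met; inactive = mean below 10% and not all replicates reach 10%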;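 also: 0% = median of on-plate neutral control wells and 100% = ellipticine 6 µM median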
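Assay system: SV40-immortalized XiGFP fibroblast cells, line 68-5-11; buffer or medium: DMEM plus 5-aza-dC sensitizer; compound: one concentration, pinned; timing: compounds 3 days, fix/stain 15 min at room temperature; benchmarks: positive control ellipticine, 6 µM final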
RAD52 inh – inhibitors of human RAD52 DNA annealing; P43351; recombinant RAD52 DNA annealing, FRET fluorescence; inhibition, % at 18.7 µM; 360,000 compounds, 0.46% hits;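 active = every replicate showing at least 50% inhibition; inconclusive = mean inhibition at least 50% but not in every replicate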
RAD54 inh – inhibitors of human RAD54 branch migration | RAD54 Holliday junction branch migration, FAM/BHQ fluorescence | inhibition, % at 10.4 µM | 360,000 compounds, 0.14% hits;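 active = mean normalized replicate activity at least 40 and at least half of replicates scoring 40 or more; inconclusive = only one of the two criteria met; inactive = mean below 40 and under half of replicates reaching 40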;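 also: 0% = median of neutral control wells and 100% = median of positive control wells; inhibitors cause a drop in the FAM fluorescence signal; in these data hits start at about 50%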
ERp5 block – blocks human ERp5 reductase activity on insulin. 350,000 compounds, 0.05% hits. ERp5 insulin aggregation, absorbance 650 nm, 90 min. inhibition, % at 9.99 µM. AID 651711. Q15084;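 active = mean replicate inhibition above about 25%, with every replicate also reaching it, limit read from the data, passing the limit was not always enough; inconclusive = only one of those two criteria met; inactive = neither criterion met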
Target sequence (Q15084 whole entry, looked up): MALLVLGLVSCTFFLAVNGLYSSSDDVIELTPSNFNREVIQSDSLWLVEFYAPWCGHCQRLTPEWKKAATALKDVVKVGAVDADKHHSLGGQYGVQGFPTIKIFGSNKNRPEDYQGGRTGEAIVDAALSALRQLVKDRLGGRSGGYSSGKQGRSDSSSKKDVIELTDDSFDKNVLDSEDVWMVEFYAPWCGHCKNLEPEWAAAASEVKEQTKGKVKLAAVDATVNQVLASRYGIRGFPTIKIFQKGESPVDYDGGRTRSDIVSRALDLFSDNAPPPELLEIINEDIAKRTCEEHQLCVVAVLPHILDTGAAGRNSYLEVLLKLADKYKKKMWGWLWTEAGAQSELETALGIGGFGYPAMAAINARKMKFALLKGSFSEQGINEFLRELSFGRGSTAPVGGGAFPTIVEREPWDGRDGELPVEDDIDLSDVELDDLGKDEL
esBAF inh – blocks esBAF chromatin remodeling in mouse ES cells; reporter increase, % at 12.5 µM; AID 602393; Bmi1-luciferase knock-in reporter, 24 h; 100% = twice the neutral-well signal; 350,000 compounds, 2% hits; in the data active = activation above about 40%; inconclusive = no clear call, values can overlap the other calls;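 also: 0% = median of the plate's neutral control wells and 100% = double that signal; a rise in the Bmi1 reporter signal indicates esBAF inhibition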
* = called active by the depositor; ? = inconclusive; · = not tested or not shown; & = joins results of further samples.

SMILES | ERAP1 HTS inh | E-sel inducer | S100A4 inh HTS | Xi reactivation | RAD52 inh | RAD54 inh | ERp5 block | esBAF inh
Nc1cccc(C(=O)Nc2cccc3ncccc23)c1 | 3 | 6.0 | 0 | -0.1 | -9 | -2 | 1 | -1
CS(=O)(=O)Nc1ccccc1C(=O)NCCSc1ccc(Cl)cc1 | -4 | · | -5 | 0.1 | -8 | -1 | 2 | -12
COCCSc1ccccc1C(=O)Nc1ccncc1 | 2 | · | -2 | · | -14 | -7 | 0 | -9
C[C@@H]1CCCCO[C@H](CN(C)C(=O)c2ccncc2)[C@H](C)CN([C@@H](C)CO)C(=O)c2cc(NS(=O)(=O)c3ccc(F)cc3)ccc2O1 | 0 | -0.1 | 15 | 0.0 | 3 | -5 | -2 | 4
COc1ccc(S(=O)(=O)N2CCc3ccccc32)cc1C(=O)NCCc1ccccn1 | 2 | 0.4 | 13 | 0.0 | -3 | -1 | 2 | 1
CC(=O)Nc1ccc(NC2=C(Cl)C(=O)c3ccccc3C2=O)cc1 | 9 | · | -4 | 0.0 | -11 | · | -5 | ·
O=C(O)Cc1csc(NC(=O)CSc2cccc(C(=O)O)n2)n1 | -4 | · | -1 | 0.1 | -15 | 7 | -1 | ·
CCOCC(=O)Nc1cc(-c2cn3cccnc3n2)ccc1C | -25 | · | -1 | · | -3 | 11 | -6 | -8
CCn1c(CCc2nc3ccccc3[nH]2)n[nH]c1=S | 3 | -0.1 | -4 | 0.4 | -9 | · | 2 | ·
O=C(NCC1CC1)[C@@H]1[C@@H](CO)[C@@H]2Cn3c(ccc(C4=CCCC4)c3=O)[C@@H]2N1Cc1ccccc1F | -3 | -0.5 | -3 | 0.6 | -55 | -10 | 1 | -6
Cc1oc2cc3oc(=O)c(CCC(=O)N[C@H](C(=O)O)C(C)C)c(C)c3cc2c1C | -8 | · | -5 | 0.2 | -17 | -22 | 1 | 13
O=C(NC[C@H]1[C@H](c2ccccc2)[C@H](CO)N1Cc1ccccn1)C1CC1 | -4 | 0.3 | 14 | 0.2 | -24 | -2 | -2 | 3
O=C1NC2(CCCCC2)C(=O)N1CCN1C(=O)c2ccccc2C1=O | 2 | 0.3 | 4 | 0.0 | -1 | · | 5 | ·
C[C@@H]1CN([C@@H](C)CO)S(=O)(=O)c2ccc(Br)cc2O[C@@H]1CN(C)Cc1cccnc1 | 2&2 | -0.7&-0.3 | -8&7&3 | 0.1&-0.1 | -7&-6&3 | -1&3&-10 | 5&-1 | -6&6&-6
O=C(Cn1cc(S(=O)(=O)Cc2ccccc2)c2ccccc21)N1CCOCC1 | 1 | -1.4 | -2 | 0.1 | -25 | 7 | -17 | -8
O=C(CN1C(=O)NC2(CCCCCCC2)C1=O)Nc1ccc(Br)cc1Br | -1 | 0.1 | -10 | 0.0 | -30 | 3 | · | -1
CC(=O)n1ccnc1 | 1 | -0.3 | 0 | 0.1 | -7 | 7 | -1 | 1
O=C(NCC1CCN(Cc2ccccc2F)CC1)C1CCCN(c2ncnc3c2nc2n3CCCCC2)C1 (configuration not stated) | -1 | · | -1 | 0.0 | 4 | -8 | -2 | 1
COC(=O)C1=C(C(=O)OC)C(c2ccc(OC)c(OC)c2)c2sc(=O)[nH]c2S1 (configuration not stated) | 9 | · | -4 | 0.0 | -12 | · | -1 | ·
CO[C@H]1CN(C)C(=O)c2cc(C#N)ccc2OC[C@H]2O[C@@H](CC[C@@H]2OC)CCN(C)C(=O)[C@H]1C | 1 | 0.4 | 10 | 0.1 | -12 | -1 | -3 | 0

Compound profiles, from the list above. Values in the order: ERAP1 HTS inh | E-sel inducer | S100A4 inh HTS | Xi reactivation | RAD52 inh | RAD54 inh | ERp5 block | esBAF inh
COc1ccc(S(=O)(=O)N2CCc3ccccc32)cc1C(=O)NCCc1ccccn1 across the screens: 2 | 0.4 | 13 | 0.0 | -3 | -1 | 2 | 1
COCCSc1ccccc1C(=O)Nc1ccncc1 across the screens: 2 | · | -2 | · | -14 | -7 | 0 | -9
O=C(NCC1CC1)[C@@H]1[C@@H](CO)[C@@H]2Cn3c(ccc(C4=CCCC4)c3=O)[C@@H]2N1Cc1ccccc1F across the screens: -3 | -0.5 | -3 | 0.6 | -55 | -10 | 1 | -6

Next entries
SMILES | ERAP1 HTS inh | E-sel inducer | S100A4 inh HTS | Xi reactivation | RAD52 inh | RAD54 inh | ERp5 block | esBAF inh
C[C@@H](OC(=O)c1[nH]cnc1C(=O)N1CCN(C(=O)OC(C)(C)C)CC1)c1ccccc1 | -2 | -0.1 | 1 | 0.0 | 9 | -21 | -1 | 10
O=C(C1CCOCC1)N1CC(=O)N2[C@H](CO)[C@H](c3ccc(/C=C/c4ccccc4)cc3)[C@@H]2C1 | 2 | 0.1 | -9 | 0.0 | 4 | · | -4 | ·
CC(NC(=O)C1CCN(C(=O)Nc2ccccc2)CC1)c1ccccc1 (configuration not stated) | 2 | · | 1 | 0.2 | -2 | -5 | 1 | -3
COc1ccc(NC(=O)Nc2ccc3c(c2)[C@@H]2C[C@H](CC(=O)NCc4ccc5c(c4)OCO5)O[C@@H](CO)[C@@H]2O3)cc1 | 1 | -0.4 | 2 | 0.1 | -14 | 2 | -1 | -1
CCN1C(=O)[C@H]2[C@H]3CN=C(SCc4ccccc4)N3[C@@](C)(C(=O)OC)[C@H]2C1=O | -1 | · | 1 | -0.1 | -8 | 5 | -1 | 5
CCN(CC(=O)Nc1cccc(OC)c1)CC(=O)Nc1ccccc1C | 4 | · | -2 | 0.0 | -11 | -5 | 5 | 2
COc1cc(C(=O)NC2CC(C)(C)Cc3c2cnn3-c2ccccc2)cc(OC)c1OC (configuration not stated) | 2 | · | 5 | 0.0 | -8 | 3 | 1 | -1
CCOC(=O)/C=C/c1nc(C(=O)OCC)c(C)c(=O)[nH]1 | 4 | · | 2 | 0.0 | -4 | -2 | 0 | 0
O=C(C[C@@H]1C[C@@H]2c3cc(NS(=O)(=O)c4ccc(F)cc4)ccc3O[C@@H]2[C@H](CO)O1)NCc1ccc(-c2ccccc2)cc1 | 1 | 1.2 | 2 | -0.1 | -5 | -6 | 6 | -60
C[C@@H](O)C#Cc1ccc([C@H]2[C@@H](CO)N3CCCCN(C(=O)Nc4ccccc4)C[C@H]23)cc1 | 0 | -0.2 | -4 | 0.5 | 8 | 2 | 1 | -8
Cc1cccc(N2CC(O)(c3cccs3)[N+]3=C2CCCC3)c1C (configuration not stated) | -1 | 0.5 | -3 | -0.1 | -11 | · | 6 | ·
C[C@@H]1CN([C@H](C)CO)S(=O)(=O)c2ccc(-c3cncnc3)cc2O[C@H]1CN(C)C | 1 | -0.1 | 4 | 0.0 | 4 | -4 | 2 | -3
COC(=O)Nc1ccc(S(=O)(=O)N2CCCC(C(=O)NC3CCCCC3)C2)cc1 (configuration not stated) | -2 | 0.2 | 5 | 0.0 | -20 | -1 | 5 | 7
Cc1ccc(C)c(S(=O)(=O)NCC(=O)N2CCCC2)c1 | -3 | · | 3 | 0.0 | -9 | -6 | 1 | -5
Cn1c(=O)c2ccccc2n(C)c1=O | 0 | · | 3 | · | -9 | · | 2 | ·
O=C(CCN1C(=O)c2ccc([N+](=O)[O-])cc2C1=O)Nc1ccccc1C(=O)O | -3 | 1.6 | -1 | 0.1 | -11 | · | 0 | ·
Cc1cccc(NC(=O)CN2CCN(C(=O)c3oc4c(Cl)cccc4c3C)CC2)c1C | -1 | 3.4 | 1 | 0.4 | -24 | 1 | 5 | 2
Cc1ccccc1S(=O)(=O)NCC[C@H]1CC[C@@H](NC(=O)C2CCC2)[C@@H](CO)O1 | -3 | -0.3 | 5 | 0.0 | -1 | -3 | -13 | -1
O=C(C1CCOCC1)N1C[C@@H]2[C@H](c3ccccc31)[C@H](CO)N2Cc1ccccc1Cl | 6 | -0.4 | 0 | 0.4 | -22 | -11 | -2 | -4
OC[C@@H]1CN(Cc2cccnc2)C[C@H](n2cnc3c(N4CCOCC4)ncnc32)O1 | 1 | 0.4 | -2 | 0.1 | 1 | -6 | 4 | -4
CCN(CC)C(=O)CSc1nc(COc2ccccc2)nc2ccccc12 | 1 | -0.3 | -3 | 0.0 | -11 | -11 | 1 | 0
CC(C)NC(=O)N1CCCCN2[C@H](CO)[C@@H](c3ccc(Br)cc3)[C@H]2C1 | 0 | -0.2 | 8 | 0.2 | -22 | 4 | 1 | 1
CN(Cc1ccccc1)C(=O)CN1C(=O)COc2ccc(S(=O)(=O)N3CCCC3)cc21 | 3 | · | 0 | 0.0 | -5 | 2 | 2 | 4
COc1cc(/C=C\C(=O)NCc2ccc3c(c2)cc(C)n3C)cc(OC)c1OC | 2 | 24 | 48 | -0.1 | -19 | 4 | 3 | 5
O=C1NC(Cc2ccccc2)c2nc3cc(Cl)ccc3c(=O)n2-c2cc(Cl)ccc21 (configuration not stated) | 2 | -0.4 | -4 | 0.1 | -16 | · | 5 | ·
Cc1cccc(CN2CCSc3sccc3C2=O)c1 | 1 | · | -1 | 0.0 | -11 | · | -1 | ·
Cc1nnc(SCC(=O)Nc2ccc3c(c2)OCO3)n(N)c1=O | 6 | · | 1 | 0.5 | -15 | 8 | -2 | 0
Nc1ncc2c(n1)-c1cc(Cl)ccc1SC2 | 0 | -0.5 | 1 | 0.0 | -12 | · | 2 | ·
CCOC(=O)C1=CCN(S(=O)(=O)c2ccccc2Cl)C1c1cccc(Br)c1 (configuration not stated) | -7 | -0.3 | 2 | 0.0 | -40 | 6 | -2 | -1
CCn1c(-c2cc(-c3ccc(OC(C)C)cc3)nc3ccccc23)n[nH]c1=S | -4 | · | 3 | · | -5 | 5 | 3 | ?
C[C@@H]1CN([C@@H](C)CO)C(=O)c2cc(C#CC3(O)CCCC3)cnc2O[C@@H]1CN(C)Cc1cccnc1 | 4 | 0.3 | 14 | 0.3 | -3 | -9 | 0 | -13
COc1ccc2cc(OCC(=O)NNC(=O)Nc3ccc(F)cc3)ccc2c1 | 1 | 2.5 | -5 | 0.1 | -6 | -5 | 3 | ·
COc1cccc(-c2cn(C[C@H]3CC[C@@H]([C@@H]4CC[C@H](Cn5cc(-c6cccc(OC)c6)nn5)O4)O3)nn2)c1 | 3 | 0.0 | -2 | 0.0 | -8 | 6 | 0 | -3
C=C(C)C(=O)Nc1cccc(C2=NOC3(C2)C[C@H](C(N)=O)N(C(=O)COc2ccc(Cl)cc2)C3)c1 (some centres not stated) | 2 | · | -4 | 0.1 | -4 | -1 | 4 | -3
CNc1cncc(-c2ccccc2NC(C)=O)n1 | -3 | 0.1 | 1 | 0.0 | -5 | 5 | 2 | -12

Among those listed so far, two have a furan ring, fused or not:
SMILES | ERAP1 HTS inh | E-sel inducer | S100A4 inh HTS | Xi reactivation | RAD52 inh | RAD54 inh | ERp5 block | esBAF inh
Cc1oc2cc3oc(=O)c(CCC(=O)N[C@H](C(=O)O)C(C)C)c(C)c3cc2c1C | -8 | · | -5 | 0.2 | -17 | -22 | 1 | 13
Cc1cccc(NC(=O)CN2CCN(C(=O)c3oc4c(Cl)cccc4c3C)CC2)c1C | -1 | 3.4 | 1 | 0.4 | -24 | 1 | 5 | 2
